Ins promoter up: insulin promoter activators in MIN6 cells, imaging, high-content screening, mouse beta cells; 0.3% of 190,000 active; MIN6 insulin promoter-GFP reporter; stronger effect = higher value; z-score at 5 µM; AID 1625, 2009;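 active = z-score above 3 at 5 µM with at least 500 cells counted in the well; inconclusive = wells under 500 cells, flagged as cytotoxic or low count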
MT stabilizer: microtubule stabilizers in HeLa cells, primary screen, imaging, high-content imaging. AID 2205, 2009. HeLa tubulin immunostaining HCS, 24 h; share of cells brighter than vehicle mean+2SD. 0.83% of 200,000 active. % tubulin-high responders, % at 10 µM;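 active = plate Z-score above 3 for both tubulin-high and condensed-nucleus cell shares, with cell loss under 80%, at 10 µM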;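 note: anti alpha tubulin signal scored within the nucleus-defined area of each cell; some results filed as inactive read as strong as hits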
K1F lysis inhibition: inhibition of K1F phage lysis, E. coli UTI89, bacterial capsule biogenesis inhibitors, alamar blue (AID 488966); E. coli UTI89 K1F phage lysis, alamar blue, 2 h; higher % means a stronger effect; one-dose inhibition, % at 100 µM; IC50 in µM for titrated hits; 0.02% of 340,000 active;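 active = phage lysis inhibition, versus mean bacterial control, above a set limit; inconclusive = no clear call, values can overlap the other calls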;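 note: capsule biogenesis inhibitors block K1F phage lysis so surviving cells raise fluorescence; higher fluorescence means more inhibition of phage lysis; actives were called in the ten point dose series up to 300 µM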
Dynein transport: inhibitors of GR-EGFP nuclear translocation, primary screen, dynein cargo transport inhibitor project, imaging, high-content, 3617.4 mouse cells | test concentration mostly 20 µM; stimulated with dexamethasone, 1 µM; stronger effect = lower value | z-score, hits read low | 0.47% of 220,000 active;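 active = plate z-score of nuclear minus cytoplasmic receptor signal below a set negative limit, without overly bright fluorescence or cell loss, cut at about -3.5 in these data, passing the limit was not always enough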;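 note: z-score of nuclear minus cytoplasmic ring GR-EGFP intensity difference per well; some compounds called inactive have numbers as strong as hits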
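Buffer or medium: tet-free, stripped-serum medium; reagent: dexamethasone at 1.0 µM final, 30 min; incubation: 48 h induction, 1 h compound, 30 min dex at 37 °C; measured by: formaldehyde fixation, Hoechst nuclear stain, 10x automated fluorescence imaging; read-out: nuclear-to-cytoplasmic GR-EGFP distribution per well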
M1AAP inhibition: P. falciparum M1AAP inhibitors, biochemical, fluorogenic H-Leu-NHMec substrate, 1536-well (AID 1445) | inhibition, % at 30 µM, or IC50 in µM where a hit was titrated | 0.42% of 220,000 active | recombinant M1AAP, H-Leu-NHMec fluorogenic kinetic assay; higher % means a stronger effect;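 active = primary inhibition above the hit cutoff, then over 50% inhibition at one or more dose response concentrations, cut at about 23% in these data, passing the limit was not always enough; inconclusive = conflicting primary data, or primary hits not chosen for dose response; inactive = low primary inhibition, or under 50% at every dose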;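 note: plate controls were DMSO full reaction for no effect and no enzyme background for full effect; strong numbers were not always called active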
CSM14.1 death rescue: rescue of cells from ER stress-induced death, primary screen, 384-well, CSM14.1, thapsigargin, ATP luminescence (AID 1222); 190,000 tested, under 10 active; cellular ATP content (survival), % at 20 µM, or EC50 in µM where a hit was titrated; CSM14.1 thapsigargin-induced death rescue, ATP luminescence; higher % means a stronger effect;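 active = EC50 below 50 µM in the dose-response confirmation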;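 note: death triggered by thapsigargin at about 15 µM added after 2 h compound pretreatment; cell ATP read after overnight thapsigargin exposure of roughly 18 to 22 hours; normalized against plate controls of thapsigargin alone and 5% DMSO vehicle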
P. falciparum M17LAP: P. falciparum M17LAP inhibitors, primary screen, biochemical, fluorogenic H-Leu-NHMec substrate, 1536-well (AID 1619) | Leucine aminopeptidase (Plasmodium falciparum (isolate 3D7)) | 0.38% of 220,000 active | inhibition, % at 30 µM, or IC50 in µM where a hit was titrated | recombinant M17LAP, H-Leu-NHMec fluorogenic kinetic assay; higher % means a stronger effect;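 active = compound inhibiting the enzyme by more than half at any dose during confirmatory dose-response retesting; inconclusive = strong single-dose inhibitors picked by rank but not retested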;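 note: plate controls were full reaction with DMSO carrier for no effect and no enzyme background for full effect; strong numbers were not always called active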
b-catenin transl: modulators of beta-catenin nuclear translocation, primary screen, imaging, HeLa cells, immunofluorescence, high-content | 0.3% of 190,000 active | nuclear translocation activity, % at 5 µM;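 active = nuclear translocation activity above 50% at 5 µM, with a well cell count of 50 or more; inconclusive = wells under 50 cells across six images, flagged as toxic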;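 note: per-cell ratio of nuclear to cytoplasmic median beta-catenin stain intensity; plate controls were DMSO negative control for no effect and GSK-3 inhibitor IX positive control for full effect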
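System: Human HeLa cells, endogenous beta-catenin | Compound dosing: 5 µM primary, 0.02–20 µM confirmation | Timing: 24 h compound exposure at 37°C, 5% CO2 | Measured by: Fluorescence imaging of beta-catenin antibody stain plus DAPI | Read-out basis: % activation of per-cell nuclear versus cytoplasmic median beta-catenin signal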
Autophagy mod: autophagy modulators in MEF cells, primary screen, imaging, high-content, MEF GFP-LC3; AID 463193, 2010; calls only at 10 µM (by protocol); MEF GFP-LC3 puncta imaging; test concentration mostly 10 µM; 0.98% of 190,000 active;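 active = percentage of spot-positive cells more than 3 SD above its plate mean, without a fluorescence outlier flag or 80% toxicity; inconclusive = no clear call, values can overlap the other calls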;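 note: spot-positive cell cutoff set from DMSO-treated cells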
Dynein transport cytoplasmic EGFP: second read-out of Dynein transport, no call of its own (marks repeat the call); z-score; measured here: cytoplasmic GR-EGFP intensity; stronger effect = higher value
Dynein transport nuclear GR-EGFP: second read-out of Dynein transport, no call of its own (marks repeat the call); z-score; measured here: nuclear GR-EGFP intensity;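 lower value marks the stronger effect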
Dynein transport cell count: also measured in Dynein transport; calls as there; z-score; measured here: cell count per field
Ins promoter up cell count: second read-out of Ins promoter up, no call of its own (marks repeat the call); cell count; measured here: cytotoxicity, nuclei count;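 total cells summed across four imaged fields per well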
b-catenin transl cell count 5 µM: recorded beside b-catenin transl, whose call it bears; cell count; measured here: cell count, cytotoxicity flag
MT stabilizer Hoechst-high %: recorded beside MT stabilizer, whose call it bears; % Hoechst-high responders; measured here: nuclear condensation Hoechst responders;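 share of cells brighter than vehicle mean plus two SD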
MT stabilizer cytotoxicity %: recorded beside MT stabilizer, whose call it bears; toxicity, %; measured here: cytotoxicity by cell density;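 0% = mean cell density of plate MIN control wells and 100% = no cells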
Autophagy mod cell loss 18 h: also measured in Autophagy mod; calls as there; toxicity, %; measured here: cell loss, nuclei count;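 cell loss after 18 h compound exposure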
Starred values were filed as active, the others as inactive; [ ] = remark or other dose.

N#C/C(=C\Nc1ccccc1O)c1nc2ccccc2o1 was read as Ins promoter up 0.58, MT stabilizer 2.9, K1F lysis inhibition 1.1%, Dynein transport -1.41, M1AAP inhibition 3.4%, CSM14.1 death rescue 0.8%, P. falciparum M17LAP 4.0%, b-catenin transl 8.2, Autophagy mod inactive, Dynein transport cytoplasmic EGFP -0.0335, Dynein transport nuclear GR-EGFP -0.487, Dynein transport cell count 0.791, Ins promoter up cell count 1297, b-catenin transl cell count 5 µM 992, MT stabilizer Hoechst-high % 3.5, MT stabilizer cytotoxicity % 1.2 and Autophagy mod cell loss 18 h 12.7.
COc1cc(/C=N/N=C(\N)c2nonc2N)cc(OC)c1OC was read as MT stabilizer 4.8, Dynein transport -0.46, M1AAP inhibition 18.4%, CSM14.1 death rescue 0.4%, P. falciparum M17LAP 16.3%, Autophagy mod inactive, Dynein transport cytoplasmic EGFP -0.262, Dynein transport nuclear GR-EGFP -0.0725, Dynein transport cell count 0.486, MT stabilizer Hoechst-high % 2.0, MT stabilizer cytotoxicity % 2.6 and Autophagy mod cell loss 18 h 4.4.
For COc1ccc(Cc2nnc(NC(=O)c3ccco3)s2)cc1OC the results were Ins promoter up -0.06, MT stabilizer 5.0, K1F lysis inhibition 1.0%, Dynein transport -0.211, M1AAP inhibition 6.0%, CSM14.1 death rescue -1.9%, P. falciparum M17LAP 4.0%, b-catenin transl -2.2, Autophagy mod inactive, Dynein transport cytoplasmic EGFP -0.231, Dynein transport nuclear GR-EGFP 0.142, Dynein transport cell count -0.161, Ins promoter up cell count 1303, b-catenin transl cell count 5 µM 888, MT stabilizer Hoechst-high % 3.5, MT stabilizer cytotoxicity % 12.3 and Autophagy mod cell loss 18 h 4.1.
`O=C(CSc1nc(C2CC2)nc2ccccc12)N1c2ccccc2Sc2ccc(C(F)(F)F)cc21` gave Ins promoter up -0.58, MT stabilizer 0.7, K1F lysis inhibition 0.2%, Dynein transport -0.34, M1AAP inhibition 3.6%, CSM14.1 death rescue -1.5%, P. falciparum M17LAP 2.0%, b-catenin transl -0.6, Autophagy mod inactive, Dynein transport cytoplasmic EGFP -0.0992, Dynein transport nuclear GR-EGFP -0.671, Dynein transport cell count 0.547, Ins promoter up cell count 1759, b-catenin transl cell count 5 µM 1061, MT stabilizer Hoechst-high % 1.8, MT stabilizer cytotoxicity % 11.6 and Autophagy mod cell loss 18 h 9.4.
`CCC(=Nc1ccc(Cc2ccncc2)cc1)c1c(O)n(C)c(=O)n(C)c1=O` gave Ins promoter up inconclusive, MT stabilizer 2.7, K1F lysis inhibition 0.4%, Dynein transport -1.31, M1AAP inhibition 8.6%, CSM14.1 death rescue 0.0%, P. falciparum M17LAP 26.6%, b-catenin transl -2.5, Autophagy mod inactive, Dynein transport cytoplasmic EGFP -0.2, Dynein transport nuclear GR-EGFP -0.328, Dynein transport cell count 1.14, b-catenin transl cell count 5 µM 955, MT stabilizer Hoechst-high % 2.0, MT stabilizer cytotoxicity % 12.9 and Autophagy mod cell loss 18 h 6.6.
CCSc1nnc(NC(=O)C2Cc3ccccc3CN2S(=O)(=O)CC)s1 (stereo unspecified) was read as Ins promoter up -0.65, MT stabilizer 3.4, K1F lysis inhibition 2.1%, Dynein transport -0.149, M1AAP inhibition 8.1%, CSM14.1 death rescue -0.2%, P. falciparum M17LAP 14.4%, b-catenin transl 1.7, Autophagy mod inactive, Dynein transport cytoplasmic EGFP -0.176, Dynein transport nuclear GR-EGFP 0.089, Dynein transport cell count 0.863, Ins promoter up cell count 1306, b-catenin transl cell count 5 µM 961, MT stabilizer Hoechst-high % 2.5, MT stabilizer cytotoxicity % 5.6 and Autophagy mod cell loss 18 h -3.1.
Screening Cc1cc(N2CCOCC2)nc2ccc(NC(=S)NCc3ccc4c(c3)OCO4)cc12 returned Ins promoter up -0.04, MT stabilizer 2.0, K1F lysis inhibition 0.2%, Dynein transport -0.471, M1AAP inhibition 2.5%, CSM14.1 death rescue 1.2%, P. falciparum M17LAP 8.8%, Autophagy mod inactive, Dynein transport cytoplasmic EGFP -0.219, Dynein transport nuclear GR-EGFP -0.292, Dynein transport cell count 0.822, Ins promoter up cell count 1119, MT stabilizer Hoechst-high % 2.3, MT stabilizer cytotoxicity % 4.2 and Autophagy mod cell loss 18 h 5.0.
For Cc1ccc(CNC(=O)C(=O)NCC2OCCN2C(=O)c2cccs2)cc1 (stereo unspecified) the results were Ins promoter up 0.05, MT stabilizer 3.9, K1F lysis inhibition 2.4%[50 µM], Dynein transport 0.279, M1AAP inhibition -0.5%, CSM14.1 death rescue -0.2%, P. falciparum M17LAP 0.5%, b-catenin transl 5.5, Autophagy mod inactive, Dynein transport cytoplasmic EGFP -0.268, Dynein transport nuclear GR-EGFP 0.241, Dynein transport cell count 0.323, Ins promoter up cell count 1570, b-catenin transl cell count 5 µM 1006, MT stabilizer Hoechst-high % 3.3, MT stabilizer cytotoxicity % 8.5 and Autophagy mod cell loss 18 h -8.8.
Screening CC(C)C(=O)NC(=S)Nc1ccccc1F returned Ins promoter up 0.07, MT stabilizer 3.5, K1F lysis inhibition 2.6%, Dynein transport 0.511, M1AAP inhibition 7.2%, CSM14.1 death rescue 3.6%, P. falciparum M17LAP -8.5%, b-catenin transl 0.8, Autophagy mod inactive, Dynein transport cytoplasmic EGFP -0.206, Dynein transport nuclear GR-EGFP 0.799, Dynein transport cell count 1.34, Ins promoter up cell count 1532, b-catenin transl cell count 5 µM 1312, MT stabilizer Hoechst-high % 1.6, MT stabilizer cytotoxicity % 5.1 and Autophagy mod cell loss 18 h -16.4.
COC(=O)CS(=O)(=O)c1nnc([C@H](Cc2ccccc2)NC(=O)OC(C)(C)C)o1 was read as Ins promoter up -0.08, MT stabilizer 2.1, K1F lysis inhibition -0.7%, Dynein transport -3.88*, M1AAP inhibition 0.7%, P. falciparum M17LAP 13.6%, b-catenin transl -0.5, Autophagy mod inactive, Dynein transport cytoplasmic EGFP 1.18*, Dynein transport nuclear GR-EGFP -2.11*, Dynein transport cell count -0.14*, Ins promoter up cell count 1204, b-catenin transl cell count 5 µM 1047, MT stabilizer Hoechst-high % 2.7, MT stabilizer cytotoxicity % 20.0 and Autophagy mod cell loss 18 h -11.2.
CC(C)CC(C(=O)OCC(=O)Nc1cccc(Cl)c1)N1C(=O)C2CC=CCC2C1=O (stereo unspecified) was read as Ins promoter up -0.14, MT stabilizer 4.6, K1F lysis inhibition 3.2%, Dynein transport -0.31, M1AAP inhibition -1.2%, CSM14.1 death rescue -2.8%, P. falciparum M17LAP -1.9%, b-catenin transl -2.5, Autophagy mod inactive, Dynein transport cytoplasmic EGFP -0.218, Dynein transport nuclear GR-EGFP -0.323, Dynein transport cell count -0.206, Ins promoter up cell count 1489, b-catenin transl cell count 5 µM 1127, MT stabilizer Hoechst-high % 2.3, MT stabilizer cytotoxicity % 5.1 and Autophagy mod cell loss 18 h 10.9.
Screening CCC(Sc1nc(C)cc(C)n1)C(=O)O (stereo unspecified) returned Ins promoter up 1.22, MT stabilizer 2.2, K1F lysis inhibition 0.6%[50 µM], Dynein transport -1.12, M1AAP inhibition 6.2%, CSM14.1 death rescue -0.6%, P. falciparum M17LAP 0.4%, b-catenin transl -5.1, Autophagy mod inactive, Dynein transport cytoplasmic EGFP -0.49, Dynein transport nuclear GR-EGFP -0.393, Dynein transport cell count 1.44, Ins promoter up cell count 1193, b-catenin transl cell count 5 µM 908, MT stabilizer Hoechst-high % 2.1, MT stabilizer cytotoxicity % 13.2 and Autophagy mod cell loss 18 h 4.8.
For CC(=O)c1sccc1NC(=O)CC(C)(C)CC(=O)O the results were Ins promoter up -0.77, Dynein transport 0.488, M1AAP inhibition -4.0%, P. falciparum M17LAP -5.0%, b-catenin transl 0.5, Dynein transport cytoplasmic EGFP -0.247, Dynein transport nuclear GR-EGFP 0.83, Dynein transport cell count -0.131, Ins promoter up cell count 897 and b-catenin transl cell count 5 µM 1307.
For Cc1cccc(NC(=O)C2CCCN(S(=O)(=O)c3c(C)nn(C)c3C)C2)n1 (stereo unspecified) the results were Ins promoter up -0.54, MT stabilizer 4.1, K1F lysis inhibition 0.1%, Dynein transport -0.424, M1AAP inhibition 11.9%, CSM14.1 death rescue -2.4%, P. falciparum M17LAP 1.1%, b-catenin transl -2.9, Autophagy mod inactive, Dynein transport cytoplasmic EGFP -0.211, Dynein transport nuclear GR-EGFP 0.0737, Dynein transport cell count 0.465, Ins promoter up cell count 1896, b-catenin transl cell count 5 µM 1077, MT stabilizer Hoechst-high % 1.9, MT stabilizer cytotoxicity % 1.9 and Autophagy mod cell loss 18 h -2.5.

Screening results deposited in PubChem by several laboratories.
